Screening data deposited in PubChem by National Center for Advancing Translational Sciences (NCATS).
BRCT PPI green: inhibitors of human BRCA1 BRCT-phosphoprotein interaction (green fluorophore); 0.05% of 75,000 active; Potency, µM (titrated, usually from 76.9 µM), for the others: top-dose activity change, negative = inhibition, actives largely listed as inhibitors; P38398; BRCA1 BRCT-phosphopeptide binding, green fluorescence polarization;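 note: potency is the fitted concentration of half-maximal effect; plate controls were peptide without protein for full effect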
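Compounds were incubated for 12 min at room temperature with a complex of 100 nM fluorescein-tagged pBACH1 decapeptide and 250 nM His-tagged BRCT protein. Buffer was phosphate pH 7.3 with EDTA, DTT and Tween 20. Disruption of binding lowers the polarization signal.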
Epigenetic mod: epigenetic modulators derepressing GFP locus in mouse cells | mouse C127i GFP locus derepression, cytometry, 30 h | Potency, µM (top dose mostly 46.1 µM), for the others: at the highest dose GFP derepression (activation) | 0.09% of 68,000 active | AID 597; note: % of control where 0% means no effect
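Locus derepression in mouse mammary C127i cells whose integrated CMV-GFP reporter is normally silent; GFP expression after 30 h compound treatment was quantified by counting fluorescent cells.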
Hsp90 Hop PPI: changes Hsp90-Hop TPR2A binding signal, up or down; AlphaScreen TPR2A-His6 binding biotin-Hsp90 C-terminal peptide; Potency, µM (highest dose often 57 µM), without a hit: at the highest dose activity change, negative = inhibition; 0.44% of 71,000 active; active = well fitted curve in either direction with a large enough effect; inconclusive = small, poorly fitted or top-dose-only effect, or another doubt; note: potency is the fitted concentration of half-maximal effect; % is set by controls: 0 for no effect and ±100 for the full control effect; many of its hits are not listed in these tables
DNA Pol III inh: DNA polymerase III holoenzyme inhibition | reconstituted DNA polymerase III holoenzyme replication, biochemical | Potency, µM (highest dose often 57.1 µM), for the others: at the highest dose activity change, negative = inhibition | 0.25% of 71,000 active; note: potency is the fitted concentration of half-maximal effect; % is set by controls: 0 for no effect and ±100 for the full control effect
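Reconstituted *E. coli* holoenzyme (0.35 nM Pol III, 1 nM beta, 154 nM SSB, 2 nM primase) was preincubated with compound for 15 min at RT. Synthesis on 1.4 nM ssM13Gori ran 35 min, then was stopped with PicoGreen/EDTA and read as dsDNA fluorescence.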
CRE-bla Fsk: modulators of forskolin-stimulated CRE signaling in CHO cells | 2.5% of 71,000 active | Potency, µM (top dose mostly 38.2 µM), without a hit: top-dose activity change, negative = inhibition, usual class: activators | AID 662 | CHO CRE-bla reporter (cAMP response element driving beta-lactamase), forskolin EC10, beta-lactamase ratio; active = well fitted activation curve with a large enough effect in the signal ratio, with a control signal flat, not every such curve was filed as active; inconclusive = small, poorly fitted or top-dose-only effect, or effect the other way, or a change in a side signal; the % refers to the signal ratio; note: potency is the fitted concentration of half-maximal effect; % of control where 0% means no effect
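qHTS titration format; CRE-bla CHO reporter; stimulus EC10 NKH 477, a water-soluble forskolin. Read: CCF4 460/530 nm ratio. Potency expressed as AC50 for activators or inhibitors.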
HBB splicing: modulators of hemoglobin beta chain splicing; HBB splicing reporter cell assay, activation; EGFP reporter with mutant IVS2-654 intron; response scale: normalised to 500 nM splice-correcting PNA; Potency, µM (series often up to 46.1 µM), for inactives: at the highest dose activation, most hits filed as activators; 0.06% of 65,000 active; AID 925; note: potency is the fitted concentration of half-maximal effect; 0% is about no effect
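HeLa cells stably expressing EGFP interrupted by mutant beta-globin intron 2 (IVS2-654), 500/well in 2% FCS. Treated with compound for 2 days at 37C. Splicing correction scored as total well GFP intensity (488 nm excitation, 500-520 nm emission); 500 nM antisense PNA served as control.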
UbGFP stabilizer: inhibits proteasome, raising ubiquitin-GFP reporter fluorescence. Ubiquitin-GFP reporter cells, proteasome inhibition, GFP fluorescence; response scale: untreated = 0%, 10 µM MG-132 = 100%. Potency, µM (top dose mostly 45.9 µM), inactives show top-dose activation (GFP accumulation), actives largely listed as activators. 67,000 tested, under 10 active. AID 526; active = well fitted activation curve with a large enough effect, not every such curve was filed as active; inconclusive = small, poorly fitted or top-dose-only effect, or another doubt; inactive = no such curve, though single readings can be large or run the other way; note: potency is the fitted concentration of half-maximal effect
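Proteasome blockade was scored as a rise in GFP-expressing U2OS cells carrying a ubiquitin(G76V)-GFP construct, imaged after 4 hr compound treatment at 37 °C across a 46 uM–2.9 nM series.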
BRCT inh red: inhibitors of human BRCA1 BRCT-phosphoprotein interaction (red fluorophore) | 0.03% of 75,000 active | BRCT-phosphopeptide binding, red fluorescence polarization | P38398 | Potency, µM (highest dose often 76.9 µM), without a hit: top-dose activity change, negative = inhibition, actives largely listed as inhibitors; note: % is set by controls: 0 for no effect and ±100 for the full control effect
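Fluorescence polarization: 100 nM His-tagged BRCA1 BRCT with 100 nM TAMRA-labelled phospho-BACH1 decapeptide, phosphate buffer pH 7.3 with 150 mM NaCl, DTT, 0.01% Tween 20; 12 min RT. Binding inhibition seen as FP decrease.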
HADH2 inh: inhibitors of human HADH2 dehydrogenase. Q99714. recombinant HADH2, NADH fluorescence, beta-hydroxybutyryl-CoA. Potency, µM (doses to about 57.1 µM), for inactives: top-dose activity change, negative = inhibition, usual class: inhibitors. 3.4% of 73,000 active; note: potency is the fitted concentration of half-maximal effect; % is set by controls: 0 for no effect and ±100 for the full control effect; nearly all actives have a fitted effect of over 60% in size; many of its hits are not listed in these tables
Target sequence (Q99714 whole entry, looked up, one chain of several): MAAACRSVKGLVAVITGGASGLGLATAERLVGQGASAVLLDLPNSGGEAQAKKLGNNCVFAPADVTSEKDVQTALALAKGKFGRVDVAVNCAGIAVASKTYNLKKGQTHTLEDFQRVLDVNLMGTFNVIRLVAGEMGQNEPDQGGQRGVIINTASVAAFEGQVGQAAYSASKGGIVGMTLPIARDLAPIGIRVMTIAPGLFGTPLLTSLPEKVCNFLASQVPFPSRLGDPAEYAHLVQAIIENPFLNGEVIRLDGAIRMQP
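Activity measured as NADH fluorescence gain (360/450 nm), taken as the change between first and last reads of a 4-min kinetic run. Conditions: pH 9.0 Tris buffer, 20 nM E. coli-expressed His-tagged enzyme, 1 mM NAD+, 90 uM beta-hydroxybutyryl-CoA; 15-min compound preincubation.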
ALOX15 inhib: inhibitors of human 15-lipoxygenase (ALOX15). P16050. purified 15hLO-1, xylenol orange hydroperoxide absorbance. Potency, µM (doses to about 57.1 µM), for inactives: at the top dose activity change, negative = inhibition, usual class: inhibitors. 1.4% of 74,000 active; note: potency is the fitted concentration of half-maximal effect; % is set by controls: 0 for no effect and ±100 for the full control effect; nearly all actives have a fitted effect of over 55% in size
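Readout: Fe(III)-xylenol orange absorbance, 573-to-405 nm ratio as reaction progress. Enzyme 40 nM purified human 15hLO-1, substrate 50 uM arachidonic acid, 6 min RT after 15 min compound preincubation; Hepes pH 7.5 buffer with Triton X-100.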
USP2a inhib: blocks human ubiquitin-specific protease USP2a; O75604; USP2a enzymatic assay, qHTS inhibition; Potency, µM (highest dose often 38.3 µM), without a hit: top-dose activity change, negative = inhibition, hits mostly inhibitors; 0.1% of 60,000 active; AID 927;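 note: potency is the fitted concentration of half-maximal effect; nearly all actives have a fitted effect of over 60% in size; plate controls were DMSO for no effect and NEM full inhibition control for full effect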
Target sequence (O75604 whole entry, looked up): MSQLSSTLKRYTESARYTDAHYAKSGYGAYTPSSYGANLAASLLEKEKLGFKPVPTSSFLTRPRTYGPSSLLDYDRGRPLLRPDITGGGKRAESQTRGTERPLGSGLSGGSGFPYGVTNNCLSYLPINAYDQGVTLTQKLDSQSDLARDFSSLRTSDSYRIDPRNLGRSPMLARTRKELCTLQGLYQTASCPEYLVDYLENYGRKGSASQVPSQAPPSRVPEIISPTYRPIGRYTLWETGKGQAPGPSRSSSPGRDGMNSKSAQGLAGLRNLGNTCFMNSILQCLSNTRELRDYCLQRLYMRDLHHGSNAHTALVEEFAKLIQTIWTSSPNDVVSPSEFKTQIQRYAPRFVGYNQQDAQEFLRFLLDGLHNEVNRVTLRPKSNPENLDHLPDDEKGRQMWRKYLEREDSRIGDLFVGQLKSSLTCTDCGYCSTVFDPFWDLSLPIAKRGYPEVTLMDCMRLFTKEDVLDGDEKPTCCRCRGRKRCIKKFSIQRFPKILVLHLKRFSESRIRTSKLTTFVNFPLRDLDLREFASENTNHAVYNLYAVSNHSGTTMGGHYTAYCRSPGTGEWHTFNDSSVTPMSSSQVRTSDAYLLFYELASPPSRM
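USP2 core (20nM final) preincubated 30 min RT with compound, then Ub-PLA2 20nM and NBD C6-HPC 20uM final added; buffer 20mM Tris-HCl pH 8.0, 2mM CaCl2. Fluorescence Ex 460/Em 535 read at 0 and 2.5 h; normalized to NEM.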
* hit, by the source's call; ? = inconclusive; · = not tested or not shown; [ ] = another dose, or the depositor's remark. Unless noted, calls come from the whole dose curve; as a rule, active = well fitted curve in the direction sought with a large enough effect; inconclusive = small, poorly fitted or top-dose-only effect, or another doubt; inactive = no such curve, though single readings can be large; an effect the other way counts as inactive or inconclusive. These rows are one share of the data (hit frequency here may not be typical).

Start of the listing, in advance, 6 compounds:
Order of results – UbGFP stabilizer | DNA Pol III inh | ALOX15 inhib | USP2a inhib | CRE-bla Fsk | Hsp90 Hop PPI | Epigenetic mod | BRCT PPI green | BRCT inh red | HADH2 inh | HBB splicing
> [Cu].[NH-][C@H](CC(=O)O)C(=O)O.[NH-][C@H](CC(=O)O)C(=O)O
 : 5%[9.17 µM] | -6%[11.4 µM] | -1%[11.4 µM] | · | 7%[7.6 µM] | -2%[11 µM] | -3%[9.22 µM] | 0.7%[15.4 µM] | 0.3%[15.4 µM] | 10%[11.4 µM] | -0.3%[9.22 µM]
> CN1CCN(c2cc(-c3ccc(N(C)C)cc3)ncn2)CC1
 : 0% | 13% | -3% | -5% | ? | -4% | 0%[9.22 µM] | -1.1% | -0.8% | ? | 0.3%
> CC(C)N=C=NC(C)C
 : · | -3% | 1% | · | -7% | 2% | · | 6.2% | 0.0% | 0% | -0.4%
> COc1cccc(OC)c1/C(O)=C(\C#N)c1nc2ccccc2[nH]1
 : -3% | -2% | -1% | 14% | -7% | -1% | 2% | 0.1% | 1.0% | 2% | 1.7%
> Oc1ccc(OCc2ccccc2)cc1
 : -5%[20.5 µM] | -5%[25.6 µM] | -2%[25.6 µM] | 9%[17.1 µM] | 7%[17.1 µM] | -6%[26 µM] | -1%[20.6 µM] | -0.2%[34.4 µM] | 0.8%[34.4 µM] | -4%[25.6 µM] | 0.5%[20.6 µM]
> Cc1cc(C(=O)NCc2ccccc2F)cs1
 : 5% | 5% | 5% | -4% | 1% | 2% | 0% | -1.7% | -0.1% | 1% | 1.4%

Results, from the first entry:
Order of results – UbGFP stabilizer | DNA Pol III inh | ALOX15 inhib | USP2a inhib | CRE-bla Fsk | Hsp90 Hop PPI | Epigenetic mod | BRCT PPI green | BRCT inh red | HADH2 inh | HBB splicing
> [Cu].[NH-][C@H](CC(=O)O)C(=O)O.[NH-][C@H](CC(=O)O)C(=O)O
 : 5%[9.17 µM] | -6%[11.4 µM] | -1%[11.4 µM] | · | 7%[7.6 µM] | -2%[11 µM] | -3%[9.22 µM] | 0.7%[15.4 µM] | 0.3%[15.4 µM] | 10%[11.4 µM] | -0.3%[9.22 µM]
> CN1CCN(c2cc(-c3ccc(N(C)C)cc3)ncn2)CC1
 : 0% | 13% | -3% | -5% | ? | -4% | 0%[9.22 µM] | -1.1% | -0.8% | ? | 0.3%
> CC(C)N=C=NC(C)C
 : · | -3% | 1% | · | -7% | 2% | · | 6.2% | 0.0% | 0% | -0.4%
> COc1cccc(OC)c1/C(O)=C(\C#N)c1nc2ccccc2[nH]1
 : -3% | -2% | -1% | 14% | -7% | -1% | 2% | 0.1% | 1.0% | 2% | 1.7%
> Oc1ccc(OCc2ccccc2)cc1
 : -5%[20.5 µM] | -5%[25.6 µM] | -2%[25.6 µM] | 9%[17.1 µM] | 7%[17.1 µM] | -6%[26 µM] | -1%[20.6 µM] | -0.2%[34.4 µM] | 0.8%[34.4 µM] | -4%[25.6 µM] | 0.5%[20.6 µM]
> Cc1cc(C(=O)NCc2ccccc2F)cs1
 : 5% | 5% | 5% | -4% | 1% | 2% | 0% | -1.7% | -0.1% | 1% | 1.4%
> COc1cccc(NC(=O)N2CCC(N3CCCCC3)CC2)c1
 : -6% | -2% | 2% | 3% | ? | -3% | -3% | -2.2% | 1.7% | 0% | -1.0%
> CCNc1ncc2nc(-c3cn(C)c4ccccc34)c(=O)n(-c3ccc(OC)cc3)c2n1
 : -6% | -6% | 1% | 135%[activator] | ? | 16% | -3%[9.22 µM] | 24% | 0.6% | 7% | ?
> OC1CNCc2cc3c(cc21)OCCO3 (configuration not stated)
 : -3% | -2% | 4% | -4% | -5% | 1% | -3% | -1.0% | 0.9% | -1% | 0.4%
> O=C1C2CCCN2C(c2ccc(F)c(F)c2)N1c1cccc(Cl)c1 (configuration not stated)
 : 15% | -2% | -1% | · | -9% | 1% | -3% | -1.2% | 0.0% | -2% | -0.7%
> CCCC(C(=O)NCc1ccco1)N(C(=O)CNS(=O)(=O)c1ccccc1)c1ccccc1OC (configuration not stated)
 : 5% | -4% | 11% | 0% | -8% | -3% | 0% | -3.5% | -0.4% | 7% | ·
> CC(C)Oc1ccccc1C1CC(=O)Nc2cc3c(cc21)OCCO3 (configuration not stated)
 : 11% | -5% | ? | 0% | 6.3µM* | -16% | 0% | -2.7% | -1.0% | -27% | -1.4%
> COc1ccc(NC(=O)NCc2cccn2C)c(OC)c1
 : -4% | -1% | -20% | -3% | -1% | -6% | 4% | -1.0% | 1.3% | -1% | -0.9%
> Cc1nc(C)c(C(=O)Nc2ccc(Oc3ccccc3)cc2)o1
 : 4% | 4% | -14% | 35%[activator] | 19% | -5% | -2% | 0.4% | -0.2% | ? | 0.7%[1.84 µM]
> O=c1c[n+](CC[n+]2cc(=O)o[nH]2)[nH]o1
 : -10%[9.17 µM] | -8%[11.4 µM] | 1%[11.4 µM] | · | 3%[7.6 µM] | -1%[11 µM] | 7%[9.22 µM] | -1.9%[15.4 µM] | 2.1%[15.4 µM] | -1%[11.4 µM] | 1.3%[9.22 µM]
> Cn1c(C(=O)N2CCCc3ccccc32)cc2sccc21
 : 0% | -3% | -3% | -11% | -7% | 5% | 0% | -7.0% | -0.8% | 1% | ·
> COc1ccc(N(CC(=O)N2CCCCC2)S(=O)(=O)c2ccccc2)c(OC)c1
 : 3% | -6% | 9% | 5% | 3% | -1% | -1% | 0.4% | 1.0% | 7% | 0.0%[57.5 µM]
> Nc1ncnc2nc(-c3ccc(C[P+](c4ccccc4)(c4ccccc4)c4ccccc4)cc3)[nH]c12
 : -8%[9.17 µM] | -10%[11.4 µM] | 8%[11.4 µM] | · | 7%[7.6 µM] | -5%[11 µM] | -3%[9.22 µM] | -1.4%[15.4 µM] | 0.0%[15.4 µM] | 4%[11.4 µM] | 0.2%[9.22 µM]
> Cc1cccc(N2CCN(C(=O)C3CCCN(S(=O)(=O)c4c(C)noc4C)C3)CC2)c1C (configuration not stated)
 : -11% | -2% | -1% | · | -14% | -1%[2.3 µM] | · | -0.4% | -1.8% | -1% | -0.4%
> COc1ccc(CCNC(=O)CN(C2CCCCC2)S(C)(=O)=O)cc1
 : 3% | 2% | -1% | -4% | -5% | 0% | -4% | -2.6% | -2.7% | 0% | 0.3%
> C(=N\n1cnnc1)/c1ccc2c(c1)OCO2
 : -7% | -1% | 2% | -8% | 2% | 3% | 2% | -0.2% | -0.9% | ? | -2.1%
> CC1=C(/C=C/C(C)=C/C=C/C(C)=C\C=O)C(C)(C)CCC1
 : · | -6% | -28% | · | ? | -17% | · | 0.7% | -2.2% | -11% | -1.0%
> Cc1cc(C)n(C(=O)CCC2COc3ccccc3O2)n1 (configuration not stated)
 : -5% | -1% | 0% | -8% | 6% | 15% | 0% | 2.8% | 0.5% | 10% | -0.6%
> COc1ccc(N2CC(C(=O)NCCC3=CCCCC3)CC2=O)cc1 (configuration not stated)
 : 0% | -6% | ? | 0% | -1% | ? | 0% | -0.1% | 0.3% | 15% | ·
> Cc1cccc2cc(C#N)c(SCC(=O)N3CCC(C)CC3)nc12
 : -4% | -11% | -3% | 30%[activator] | ? | -1% | -2% | 3.8% | -0.9% | 5% | 0.0%[57.5 µM]
> CC(C)CSc1nc2c(c(=O)[nH]c(=O)n2C)n1CC(O)COc1cccc2ccccc12 (configuration not stated)
 : -4% | 2% | ? | 26% | ? | ? | 0% | -1.7% | 1.4% | ? | 0.1%[57.5 µM]
> CCOc1cccc(OCCOCCN2CCCC2)c1
 : -8% | 6% | -5% | -4% | 1% | -5% | 1% | -0.7% | 1.0% | -5% | 0.7%
> Cc1cc(C(=O)Nc2sc(C)c(-c3ccc(F)cc3)c2C(N)=O)no1
 : 2% | -2% | -4% | -2% | ? | 5% | 6% | -0.9% | 1.2% | ? | -1.0%
> N#CC1=C(N)OC2=C(CCC/C2=C/c2ccoc2)C1c1ccoc1 (configuration not stated)
 : -2% | -22% | ? | 33%[activator] | -27% | -4% | 3% | 32%[activator] | -5.3% | 25µM* | ?
